PLK1 PBD inh – Plk1 (human) PBD binding inhibition | inhibition, %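 (tested at about 20 µM)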 | P53350 | Plk1 PBD phosphopeptide binding, fluorescence polarization | 97,000 tested, 0.13% active; in the data active = inhibition above about 34%, passing the limit was not always enough
Target sequence (P53350 whole entry, looked up): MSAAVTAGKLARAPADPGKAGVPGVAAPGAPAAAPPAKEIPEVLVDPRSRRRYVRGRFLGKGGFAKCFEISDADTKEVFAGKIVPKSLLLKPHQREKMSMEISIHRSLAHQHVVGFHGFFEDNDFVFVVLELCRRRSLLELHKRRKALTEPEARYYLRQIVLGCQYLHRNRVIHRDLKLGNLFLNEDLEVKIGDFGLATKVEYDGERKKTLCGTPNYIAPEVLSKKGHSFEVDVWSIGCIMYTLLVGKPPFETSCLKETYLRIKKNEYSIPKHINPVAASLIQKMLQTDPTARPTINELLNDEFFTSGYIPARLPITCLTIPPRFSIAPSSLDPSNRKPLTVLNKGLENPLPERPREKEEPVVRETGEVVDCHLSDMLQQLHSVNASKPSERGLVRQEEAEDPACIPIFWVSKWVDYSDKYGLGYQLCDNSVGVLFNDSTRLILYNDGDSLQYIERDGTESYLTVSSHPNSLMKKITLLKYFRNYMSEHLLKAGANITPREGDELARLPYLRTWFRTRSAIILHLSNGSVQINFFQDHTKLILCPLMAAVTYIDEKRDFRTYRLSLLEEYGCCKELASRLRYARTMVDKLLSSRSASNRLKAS
HIV Rev-RRE inh – inhibitors of HIV-1 Rev-RRE RNA interaction; P05866; Rev peptide-RRE RNA binding, FRET; inhibition, % at 8 µM; 97,000 tested, 0.79% active;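 active = inhibition above the screen-wide mean plus 3 SD, cut at about 35% in these data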;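 also: 0% = median DMSO wells and 100% = median Neomycin B control wells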
Target sequence (P05866 whole entry, looked up): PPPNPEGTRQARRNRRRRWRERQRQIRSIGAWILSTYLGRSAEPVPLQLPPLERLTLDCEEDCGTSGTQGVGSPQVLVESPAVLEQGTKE
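Test system: Cy5-tagged RRE RNA duplex with fluorescein-tagged Rev peptide; Probe or stimulus: labelled Rev peptide; Schedule: 5 min preincubation and 15 min binding, 25 °C; Signal: FRET fluorescence readout; Evaluation: % inhibition from 671/540 nm acceptor-to-donor ratio, scaled between controls; Control set: DMSO and neomycin B.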
EphB4 antag – EphB4-ephrin-B2 interaction antagonism; P54760; EphB4 LBD / TNYL-RAW-Alexa532 peptide, fluorescence polarization; inhibition, % at 7 µM; 97,000 tested, 0.15% active; AID 720;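 active = inhibition above the screen-wide mean inhibition plus 3 SD, cut at about 15% in these data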;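 also: 0% = DMSO wells and 100% = excess unlabeled TNYL-RAW peptide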
cytoskel mod – alters cytoskeleton assembly in HUVEC cells. HUVEC TNFa F-actin phalloidin imaging, high content. inhibition, % at 2 µM. 91,000 tested, 0.18% active;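 active = inhibition above the batch mean plus 3 SD and confirmed as a hit by visual image inspection, cut at about 30% in these data, passing the limit was not always enough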; also: strong numbers were not always called active
PTPN22 inh 2 – blocks human PTPN22 phosphatase activity; inhibition, % at 2 µM; recombinant LYP catalytic domain, DiFMUP fluorescence; 96,000 tested, 0.21% active; Q9Y2R2;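 active = inhibition at 2 µM at or above a set limit, the screen mean plus 3 SD, cut at about 24% in these data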;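 also: 0% = DMSO with enzyme and 100% = enzyme fully blocked by orthovanadate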
PTPN22 act – activators of human LYP (PTPN22) phosphatase; recombinant LYP, DiFMUP fluorescence; 0 = plate median, 100 = signal doubled; activation, % at 2 µM; 96,000 tested, 0.11% active; AID 697;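 active = activation at 2 µM above a set limit, the mean plus 5 SD, cut at about 37% in these data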
Pyk2 oligo antag – Pyk2 (human) oligomerization antagonism; Q293 cells, Pyk2 FERM NanoBiT luminescence; hits give low values; z-score (the deposit names both 25 µM and 10 µM); AID 1347419; Q14289; 99,000 tested, 0.83% active;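 active = Z-score of -3 or lower, scaled per plate to the spread of control and sample wells; inactive = z-score above -3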;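 also: negative z-score means lost luminescence so less FERM oligomerization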
FAK blocker – blocks human focal adhesion kinase activity; Q05397; biochemical FAK kinase activity assay; inhibition, %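 (tested at 7 µM)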; 97,000 tested, 0.84% active; AID 727; in the data active = inhibition above about 19%;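 also: 0% = DMSO and 100% = reference compound high control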
PLK1 kinase inh – blocks human PLK1 kinase activity; recombinant PLK1 kinase, TR-FRET peptide phosphorylation; inhibition, % at 10 µM; 97,000 tested, 0.53% active; AID 619;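 active = inhibition of 50% or more in the single-concentration screen; inactive = inhibition below 50%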;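 also: 0% = DMSO max control and 100% = H-89 dihydrochloride min control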
Starred values were filed as active, the others as inactive; · = not tested or not shown.

Sequence of screens: PTPN22 inh 2	PLK1 PBD inh	HIV Rev-RRE inh	EphB4 antag	FAK blocker	cytoskel mod	PTPN22 act	PLK1 kinase inh	Pyk2 oligo antag
> N#CC(=C1CCCC1)c1nc(-c2ccccc2)cs1
 : 2	11	16	-2	0	6	0	-3	0.75
> CC(C)NC(=O)c1cc(-n2cnnc2)ccc1Cl
 : 4	6	12	4	-3	4	-1	-7	-0.15
> O=C(c1cccnc1)N1CCN(Cc2ccccc2Br)CC1
 : 2	11	4	-6	0	28	-1	-2	-0.15
> Cc1cc(C(=O)CSc2nc3ccccc3c(=O)n2C)c(C)n1Cc1ccc2c(c1)OCO2
 : 0	-16	9	-3	-2	-16	-2	-484	0.07
> Cc1cc(C(=O)NC(C)c2ccc3c(c2)OCO3)cs1 (stereo not given)
 : -2	-12	2	6	4	26	-3	-3	-0.45
> CC12CC3CC(C)(C1)CC(CN)(C3)C2
 : 4	-10	-4	-3	-4	-16	0	-11	2.9
> CCCCn1c(-c2nonc2N)nc2ccccc21
 : 5	11	22	0	3	-22	-3	23	-1.9
> FC(F)(F)c1nnc(-c2ccccc2)nc1Oc1ccccc1
 : 4	5	5	3	-1	-8	-6	-13	1.1
> Cc1ccc(C)c(N(CC(=O)NC2CCCC2)C(=O)c2cc3cc4cccc(C)c4nc3s2)c1
 : 5	-19	12	3	-4	-6	-3	-11	-0.36
> FC(F)(F)c1cnc(/C=C/Nc2ccccc2Cl)c(Cl)c1
 : 3	-7	0	2	0	-8	0	-10	0.67
> COc1ccc(/C=N/NC(=O)c2ccc(Cn3cc([N+](=O)[O-])cn3)o2)cc1O
 : 12	3	7	5	0	10	-10	-6	-0.51
> CCN(C(=O)CSc1nc2nc(C)cc(C)n2n1)c1cccc(C)c1
 : -2	-10	2	4	5	-15	0	-9	-0.45
> CC(C)NC(=O)COc1ccc(/C=N/NS(=O)(=O)c2ccccc2)cc1
 : 3	-2	-2	4	-4	21	1	-5	0.56
> CN(C(=O)c1ccccn1)c1nnc(-c2cccnc2)s1
 : 6	15	10	10	0	3	-3	-6	0.97
> c1ccc(CC2CCN(c3nc(N4CCOCC4)nc(N4CCOCC4)n3)CC2)cc1
 : 7	-21	5	-3	0	4	-5	-10	·
> CCOc1cc(CNCCc2ccc(S(N)(=O)=O)cc2)cc(Cl)c1OCc1ccccc1
 : 14	16	10	0	-1	13	-11	-7	-0.22
> CCn1nnnc1SCC(=O)NC1CCCC1
 : 0	1	10	3	1	-3	2	-4	0.19
> Cc1ccc(/C=C/S(=O)(=O)N2CCC(C(=O)O)CC2)cc1
 : -10	25	5	-7	-5	-17	7	-2	0.97
> CCN(CC)C(=O)CN1C(=O)C2(OCC(C)(c3ccccc3)CO2)c2ccccc21 (stereo not given)
 : 6	-6	8	7	-2	-13	-4	-13	0.57
> COC(=O)c1cc2oc3ccccc3c2n1CC(=O)N1CCCc2ccccc21
 : -4	13	1	-1	-2	12	6	-18	-2.1

Some of these compounds in order of length of the SMILES, low to high:
Sequence of screens: PTPN22 inh 2	PLK1 PBD inh	HIV Rev-RRE inh	EphB4 antag	FAK blocker	cytoskel mod	PTPN22 act	PLK1 kinase inh	Pyk2 oligo antag
> CCn1nnnc1SCC(=O)NC1CCCC1
 : 0	1	10	3	1	-3	2	-4	0.19
> CC12CC3CC(C)(C1)CC(CN)(C3)C2
 : 4	-10	-4	-3	-4	-16	0	-11	2.9
> O=C(c1cccnc1)N1CCN(Cc2ccccc2Br)CC1
 : 2	11	4	-6	0	28	-1	-2	-0.15
> COC(=O)c1cc2oc3ccccc3c2n1CC(=O)N1CCCc2ccccc21
 : -4	13	1	-1	-2	12	6	-18	-2.1
> Cc1ccc(C)c(N(CC(=O)NC2CCCC2)C(=O)c2cc3cc4cccc(C)c4nc3s2)c1
 : 5	-19	12	3	-4	-6	-3	-11	-0.36

More records
Sequence of screens: PTPN22 inh 2	PLK1 PBD inh	HIV Rev-RRE inh	EphB4 antag	FAK blocker	cytoskel mod	PTPN22 act	PLK1 kinase inh	Pyk2 oligo antag
> N#Cc1cc(-c2ccccc2)oc1NC(=O)c1ccco1
 : 4	-11	8	6	1	-10	-2	-15	-1.6
> Cc1csc(SCc2nnc(-c3ccc(Cl)cc3)o2)n1
 : 11	-29	7	-2	1	·	-14	-5	0.82
> Cn1c2ccccc2c2ncn(Cc3ccco3)c(=O)c21
 : -10	6	-4	-12	3	-3	10	-13	1.1
> CCOC(=O)c1nn(-c2ccccc2)c(C(=O)OCC)c1N
 : -4	4	3	7	2	11	2	-3	0.14
> Cc1c(Cl)cccc1NC(=O)CCN1CCCCCC1
 : 16	-6	6	0	-2	·	-16	-11	0.82
> Cc1c(OC(=O)CNC(=O)OC(C)(C)C)ccc2c3c(c(=O)oc12)CCC3
 : 2	2	3	4	2	-7	-2	-10	-0.14
> CCCCCn1c(SCC2CCCO2)nc2cc(C(=O)N3CCC(C(N)=O)CC3)ccc2c1=O (stereo not given)
 : -20	-8	2	-7	0	14	18	-3	-1.4
> COc1cc(C(=O)O/N=C2\C=CC(=O)C(C)=C2)cc(OC)c1OC
 : 8	1	3	-8	-2	3	-8	-10	0.31
> COC(=O)c1[nH]c2ccccc2c1NS(=O)(=O)c1ccc(F)c(C)c1
 : -4	13	6	2	-1	42	1	-3	-0.98
> COCCN(Cc1cc2cc3c(cc2nc1Cl)OCO3)C(=O)Nc1ccc(F)cc1
 : 7	-3	1	2	-2	-2	-5	-13	-0.98
> Cc1cc(NC(=O)c2cc3ccccc3o2)cc(C)c1OCC(=O)N1CCOCC1
 : 7	6	10	-4	4	-8	-12	-8	0.27
> Cc1cc(-n2c(C)cc(C(=O)CSc3nnc4sc5ccccc5n34)c2C)no1
 : 7	-14	5	4	0	-2	-7	-7	-0.02
> CCSC1=N/C(=C\c2ccc(-c3ccccc3[N+](=O)[O-])o2)C(=O)S1
 : 6	-12	54*	3	-3	-10	-1	-8	-0.17
> CCC(C)(C)n1nnnc1C(C(C)C)N1CCSCC1 (stereo not given)
 : -11	-7	3	4	-1	5	12	-5	-0.22
> Cc1cc(C)nc(NC2=NCC(=O)N2c2ccc(F)c(Cl)c2)n1
 : -3	23	0	-2	-1	-1	2	-8	2.1
> COc1ccc(NS(=O)(=O)Cc2ccccc2)cc1OC
 : -6	7	2	1	-2	22	5	-15	-0.44
> COCCn1ccc(O)c(Cc2ccc(Cl)cc2)c1=O
 : 1	0	-2	-6	2	-22	3	-11	-0.26
> CCC(C(=O)N1CC2(C)CC1CC(C)(C)C2)N1C(=O)c2ccccc2C1=O (stereo not given)
 : 6	-4	-4	-2	-3	7	-5	-2	-0.05
> CC(=O)NS(=O)(=O)c1ccc(NC(=O)c2ccccc2F)cc1
 : 15	16	6	-1	0	13	-10	-9	-0.07
> O=C(CSc1nnc(Cc2cc(=O)[nH]c(=O)[nH]2)n1-c1ccccc1)N1CCCCC1
 : 6	5	9	-1	4	6	-7	-4	·
> Cn1cnnc1SCc1ccc(C(=O)O)cc1
 : 9	12	-1	-7	-4	-7	-12	-4	-0.55
> C=C(C)C1Cc2c(C)nn(-c3ccccc3)c2C1 (stereo not given)
 : 10	4	16	4	7	-9	-12	-10	0.87
> O=C(c1ccc(OCC2CCCO2)cc1)N1CCN(c2ccccc2)CC1 (stereo not given)
 : -1	20	7	3	-1	-3	-1	-8	0.09
> CCCc1nnc(SCC(=O)N2CCCC2)n1CC1CCCO1 (stereo not given)
 : 7	-11	6	-6	2	11	-6	3	1.2
> CSc1nc2ccccc2n1CC(=O)N1CCCCC1
 : -2	-15	5	4	10	2	5	-14	0.07
> C=CCn1c(C)cc(C(=O)COc2nncc3ccccc23)c1C
 : -2	-10	0	-1	-3	0	0	7	-0.37
> CCOC(=O)C1C(=O)Nc2nc3ccccc3n2C1C(C)C (stereo not given)
 : 7	2	5	5	4	-32	-8	-5	0.18
> Cc1ccc(S(=O)(=O)Nc2cccc(NC(=O)CN3CCCCC3)c2)cc1
 : -3	-1	1	0	0	5	2	-18	0.65
> O=C(NNC1=C(C(=O)C(F)(F)F)CCC1)c1ccccc1O
 : 3	4	5	3	-7	6	0	6	-1.7
> C/C(NCc1ccccc1)=C(\C#N)C(=O)NCc1ccccc1
 : 15	-3	3	4	0	·	-14	-4	0.6
> O=C(O)CCC1(C(=O)O)OCCc2ccccc21 (stereo not given)
 : -6	16	5	6	0	5	7	-2	0.77
> c1cc2nncn2nc1N1CCCC1
 : -9	23	5	-1	-5	10	6	-10	-0.7
> O=C(NCc1ccc2c(c1)OCO2)c1ccc(=O)[nH]c1
 : -5	-8	6	3	2	2	6	-12	0.22
> CC(C)OC(=O)CCNc1n[nH]c(=O)[nH]c1=O
 : -4	-5	5	-2	0	15	5	-16	0.25
> CCOC(=O)c1c(NC(=O)COC(=O)Cn2cnc3ccccc32)sc(C)c1C
 : 0	4	1	-4	-1	9	0	-6	-0.85
> COCCNC(=O)CN(c1cc(C(F)(F)F)ccc1Cl)S(C)(=O)=O
 : 8	2	3	-10	-6	12	-8	-6	0.08
> COc1ccccc1-c1ccc(=O)n(CC(=O)Nc2ccc(C(=O)N3CCCC3)cc2)n1
 : -12	-2	5	5	1	-31	10	-6	-0.06
> O=S(=O)(Cc1cnc(Cl)s1)c1ccccc1
 : 4	-2	1	0	0	-2	-1	-9	0.05
> CCCC/C(C)=N\NC(=O)CNS(=O)(=O)c1ccc([N+](=O)[O-])cc1
 : 0	19	12	2	-2	-5	-4	-16	0.56
> CCOC(=O)c1ccc(N2C(=O)C(O)=C(C(C)=O)C2c2ccccc2)cc1 (stereo not given)
 : -3	1	-1	2	-4	10	-2	-15	-0.31
> COC(=O)c1cc(OC)c(OC)cc1NC(=O)c1ccc(Br)o1
 : -4	-7	-3	-2	0	4	3	-12	-0.15
> Cc1nnc(SCC(=O)N2CCC(C(N)=O)CC2)s1
 : -14	10	4	0	-2	-12	14	-12	0.09
> CC(C)c1ccc(CN2CCC(C(=O)NCc3cccnc3)CC2)cc1
 : 5	-8	0	-3	2	4	-3	-12	0.08
> CC(C)(C)OC(=O)N[C@@H](Cc1c[nH]c2ccccc12)c1nnc(SCC(N)=O)o1
 : 1	13	4	3	1	-14	3	-9	-0.01
> O=Cc1cn(CC(=O)NCC2CCCO2)c2ccccc12 (stereo not given)
 : -12	-9	-1	-6	1	-8	11	-7	0.07
> CC1=NN(C(N)=S)C(=O)C1N=Nc1ccccc1C (stereo not given)
 : 3	-7	5	-2	-2	15	-2	-5	-0.78
> Cc1ccc(/C=N\Nc2nc3ccc(Cl)cc3[nH]2)o1
 : 2	-11	6	6	21*	-22	3	-1	-1.4
> O=C(CN1CCN(S(=O)(=O)c2ccc3ccccc3c2)CC1)NC(=O)NC1CCCCC1
 : -5	-14	5	6	0	5	2	-4	-1.2
> COc1ccccc1NC(=O)CSc1nnnn1Cc1ccccc1
 : -15	-1	1	0	0	-3	12	14	0.21
> COc1ccc(C/C(=N\O)c2ccc(OC)cc2)cc1
 : -6	7	2	-6	0	10	6	-7	-1.6
> COCCn1c(C)cc(C(=O)COC(=O)c2ccc(N3CCCC3=O)cc2)c1C
 : 4	-14	-1	3	3	-1	-1	-6	1.4
> CCc1cc(C(c2ccc(F)cc2)N2CCOCC2)c(NC(=O)c2ccccc2)s1 (stereo not given)
 : 1	-15	0	-1	-2	-2	4	-15	1.2
> CN(C)/C=C1/Nc2ccccc2C1=O
 : -2	-17	12	4	-2	-10	0	-14	1.1
> CCCC(=O)N1CCCC(c2nc(-c3cccs3)no2)C1 (stereo not given)
 : 11	-28	-5	2	3	5	-9	5	-0.08
> S=C(NCc1ccccn1)Nc1cccc(Cl)c1
 : -5	28	3	2	10	-5	9	-3	-0.56
> CCCCOC(=O)Nc1ccc(N2CCOCC2)cc1
 : 7	15	2	-5	0	-3	-7	-13	-0.96
> COc1ccc(-n2cc(C(=O)O)c3ccccc3c2=O)cc1
 : 5	-8	9	-9	-1	-10	-3	-7	-1.1
> COc1ccc2c(Cl)c(C(=O)NCCCn3ccnc3)sc2c1
 : 3	-8	7	3	0	-9	-4	-11	0.31
